GSK3A inh – inhibitors of human GSK-3 alpha kinase | P49840 | ADP-Glo luminescence, 60 min | inhibition, % at 10 µM | hit rate 0.1% among 320,000;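 in the data active = inhibition above about 50%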;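 note: GST-tagged GSK-3 alpha with peptide substrate and 25 µM ATP; 0% = DMSO neutral wells and 100% = GW8510 positive control wells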
RGS4 pot – RGS4 potentiation or activation | HEK293 M3R/inducible RGS4, carbachol calcium flux Fluo4; hits give low values | hit rate 0.92% among 310,000 | B-score at 10 µM;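 active = B-score of the integrated calcium signal more than 4 SD below the library mean, with starting fluorescence not abnormally high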;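 note: negative B-score means reduced calcium response which marks RGS4 activation or potentiation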
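test system = HEK293 cells with stable M3R and inducible RGS4 | schedule = recording 10 s baseline at 1 Hz, 100 s post-agonist | technique = Fluo4-AM (2 µM) calcium-flux fluorescence, kinetic read | measure = Agonist-evoked peak-minus-minimum fluorescence over baseline, integrated ratio, B score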
Dyrk1A ADPGlo – inhibitors of rat Dyrk1A kinase. hit rate 0.43% among 310,000. ADP-Glo luminescence, NFATc1 peptide. AID 504441. inhibition, % at 12.5 µM; in the data active = inhibition above about 50%;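 note: plate controls were vehicle with enzyme for no effect and no enzyme for full effect; many of its hits are not listed in these tables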
hERG protect – compounds protecting human hERG from proarrhythmic drug block; Q12809; CHO-hERG, FluxOR thallium flux, dofetilide IC70 present; activation (rescue from dofetilide block), less the hit threshold, % at 10 µM; hit rate 0.51% among 310,000; AID 1511;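 active = activation above the mean of controls blocked by dofetilide plus 5 SD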;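 note: thallium influx through hERG after potassium depolarization seen as dye fluorescence rise; in these data hits start at about 4.7%; inactives centre near -7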
KCNK9 block – human KCNK9 channel inhibition. AID 488922. Q9NPC2. hit rate 1.2% among 310,000. HEK293 KCNK9, FluxOR thallium flux fluorescence; hits give low values. B-score at 10 µM;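 active = ratio B-score over 3 SD below the library mean, with starting fluorescence within 5 SD of its mean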;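 note: negative B-score means less thallium flux so channel inhibition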
Target sequence (Q9NPC2 whole entry, looked up): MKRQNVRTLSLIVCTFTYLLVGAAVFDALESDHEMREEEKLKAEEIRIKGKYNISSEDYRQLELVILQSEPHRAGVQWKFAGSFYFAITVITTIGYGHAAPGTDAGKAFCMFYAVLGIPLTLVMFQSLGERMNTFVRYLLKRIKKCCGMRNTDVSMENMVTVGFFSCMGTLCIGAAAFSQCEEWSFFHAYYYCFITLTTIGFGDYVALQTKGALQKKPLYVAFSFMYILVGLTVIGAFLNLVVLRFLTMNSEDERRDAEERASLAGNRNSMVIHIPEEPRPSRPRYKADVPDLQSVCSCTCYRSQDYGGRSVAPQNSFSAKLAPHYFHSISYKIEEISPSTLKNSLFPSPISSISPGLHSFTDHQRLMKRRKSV
KCNK3 inh – human KCNK3 channel inhibition, primary screen; O14649; hit rate 0.84% among 340,000; B-score at 10 µM; CHO-KCNK3 thallium flux, FluxOR fluorescence; hits give low values;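 active = B-score under library mean minus 4 SD, starting fluorescence ratio at most library mean plus 5 SD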;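 note: more negative B-score means stronger inhibition of thallium flux through KCNK3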
KCNQ1 inh – human KCNQ1 channel inhibition; AID 2642; P51787; CHO-K1 KCNQ1, FluxOR thallium flux fluorescence; hits give high values; hit rate 1.3% among 310,000; B-score at 10 µM;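 active = compounds whose thallium flux B-score, printed positive for inhibition, exceeds three library SD while starting fluorescence stays within three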;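 note: channel opened by potassium depolarization with thallium stimulus after 20 min compound exposure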
Target sequence (P51787 whole entry, looked up): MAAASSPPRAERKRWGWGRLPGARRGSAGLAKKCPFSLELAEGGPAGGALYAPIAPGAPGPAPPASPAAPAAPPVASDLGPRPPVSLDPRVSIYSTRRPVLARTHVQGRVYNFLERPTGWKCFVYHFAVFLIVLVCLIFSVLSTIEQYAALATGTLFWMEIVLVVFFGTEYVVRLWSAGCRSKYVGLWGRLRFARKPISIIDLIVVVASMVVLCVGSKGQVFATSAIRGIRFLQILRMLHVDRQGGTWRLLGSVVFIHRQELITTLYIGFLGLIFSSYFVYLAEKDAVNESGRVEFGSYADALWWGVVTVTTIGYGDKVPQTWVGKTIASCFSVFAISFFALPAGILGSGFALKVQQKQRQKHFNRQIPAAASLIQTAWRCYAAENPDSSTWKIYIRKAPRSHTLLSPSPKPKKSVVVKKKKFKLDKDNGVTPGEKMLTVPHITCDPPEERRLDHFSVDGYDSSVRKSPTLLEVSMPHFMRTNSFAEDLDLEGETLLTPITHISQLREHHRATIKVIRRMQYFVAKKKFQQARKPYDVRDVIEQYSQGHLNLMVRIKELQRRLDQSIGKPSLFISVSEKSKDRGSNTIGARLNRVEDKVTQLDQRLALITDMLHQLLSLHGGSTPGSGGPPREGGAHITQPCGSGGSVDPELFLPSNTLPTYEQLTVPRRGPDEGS
GSK3beta inhib – blocks human GSK3beta kinase activity. AID 2097. GST-GSK3beta kinase, ADP-Glo luminescence, 60 min; hits give low values. hit rate 0.038% among 300,000. activity score (negative = inhibition), % at 10 µM;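 active = more than half of replicate wells score below -50%, meaning over 50% inhibition versus plate controls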;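 note: 0% = median DMSO wells and -100% = median GW8510 positive control wells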
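test system = GST-tagged human GSK3beta kinase, cell-free | reagent = 25 µM ATP with peptide substrate | dosing = one dose of 10 µM per compound | schedule = 60 min reaction, RT | detection = luminescent ADP-Glo measurement of ADP formed | control set = DMSO neutral wells and GW8510 at 20 µM as positive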
HDAC3 inhib – blocks human histone deacetylase 3; recombinant HDAC3, fluorogenic peptide/trypsin coupled, fluorescence; O15379; hit rate 0.15% among 320,000; AID 2718; inhibition, % at 8.3 µM; in the data active = inhibition above about 26%, passing the limit was not always enough
PolyA inhibitor – yeast polyadenylation inhibition | S. cerevisiae SKY197-pL101 polyadenylation reporter, beta-gal luminescence; efflux-impaired pdr1/pdr3 knockout yeast; score 100 = 6 SD above DMSO | hit rate 0.02% among 300,000 | calls only at 12 µM;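 active = lowest replicate activity score at least 50, where 100 means six control SD above control mean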;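 note: yeast exposed to compound for 9 h at 30 °C; higher score means more reporter readthrough which indicates perturbed polyadenylation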
KCNQ1 act – potentiates or activates the human KCNQ1 potassium channel | P51787 | CHO-K1 KCNQ1, thallium flux FluxOR fluorescence; hits give high values | B-score at 10 µM | hit rate 0.35% among 310,000;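 active = fluorescence ratio B-score, a plate-corrected score, at least three library SD, with initial intensity B-score within 5 SD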
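Assay system: stable KCNQ1 CHO-K1 line; medium: assay buffer, equal DMSO in all wells; timing: 90 min dye loading and 20 min compound exposure, both at room temperature; technique: kinetic FluxOR thallium fluorescence, 10-s 1-Hz baseline, 110-s post-stimulus read; read-out basis: B score of baseline-normalized fluorescence ratio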
The depositor's hits bear a star; i = inactive; . = no result given.

SMILES	GSK3A inh	RGS4 pot	Dyrk1A ADPGlo	hERG protect	KCNK9 block	KCNK3 inh	KCNQ1 inh	GSK3beta inhib	HDAC3 inhib	PolyA inhibitor	KCNQ1 act
Cc1csc(=O)n1CC(=O)OCC(=O)Nc1cc([N+](=O)[O-])ccc1Cl	0	i	0	-15	i	i	i	-1	6	i	i
COc1cccc(OC)c1C(=O)NC(=O)Nc1c(F)cc(F)cc1F	-4	i	-4	-6	i	i	i	-6	-1	i	i
COc1ccc(C2NC(=O)NC3=C2C(=O)CCC3)cc1 (configuration not stated)	-3	i	6	-5	i	i	i	2	0	i	i
CSc1nsc(/C=C/Nc2ccc(C(=O)O)cc2)c1C#N	3	i	11	-6	i	i	i	1	0	i	i
COc1ccc(C(C(N)=O)c2ncc(C(F)(F)F)cc2Cl)cc1OC (configuration not stated)	-7	i	-3	-11	i	i	i	-4	-1	i	i
CCOc1ccc2nc(SCC(=O)NCc3ccc(S(N)(=O)=O)cc3)[nH]c2c1	-2	i	-1	-8	i	i	i	-3	-7	i	i
c1ccc(-c2nc(N3CCCCCC3)c3ccccc3n2)nc1	-4	i	12	-14	i	i	i	0	14	i	i
N/C(=N\NC(=O)c1ccccc1Cl)c1cc2ccccc2oc1=O	-4	i	0	-5	i	i	i	2	7	i	i
O=C(NC1CC2CCCC(C1)N2C(=O)Nc1ccccc1)c1ccccc1 (configuration not stated)	-1	i	-4	-2	i	i	i	2	7	i	i
COC(=O)c1ccccc1NC1c2ccccc2C(=O)N1c1cccnc1 (configuration not stated)	-1	i	3	-5	i	i	i	-3	6	i	i
COc1ccc(OC/C(O)=C(\C#N)c2nc3ccccc3[nH]2)cc1	0	i	9	-4	i	i	i	2	0	i	i
Cc1cc2ncn(S(=O)(=O)c3ccc(S(=O)(=O)N4CCCCCC4)cc3)c2cc1C	-2	i	12	-1	i	i	i	-2	-3	i	i
CC1CCCC(C)N1S(=O)(=O)c1ccc(NC(=O)c2ccccc2C(=O)N2CCOCC2)cc1 (configuration not stated)	0	i	-2	-9	i	-12*	i	0	-2	i	i
Cc1cccc2cc(/C=C/C(=O)c3ccco3)c(Cl)nc12	-1	i	.	-8	i	i	i	4	1	i	i
CS(=O)(=O)Nc1ccc(-c2cn3c(n2)SCC3)cc1	-2	i	.	1	i	i	i	2	4	i	i
O=C(NCCc1csc(-c2cccnc2)n1)c1ccc(Cl)cc1	4	i	-1	-10	i	i	i	2	4	i	i
c1ccc(-n2nnnc2-n2cnc3ccccc32)cc1	-1	i	1	2	i	i	i	-4	1	i	i
CN(CC(=O)Nc1ccc(F)cc1)C(=O)CCc1nc2sc3c(c2c(=O)[nH]1)CCCC3	-1	i	6	-9	i	i	i	0	6	i	i
CCNc1ccc(C(=O)OCC)cc1NC(=O)c1cccc(S(=O)(=O)N2CCOCC2)c1	-2	i	-7	-2	i	i	i	-4	0	i	i
O=C(NCc1cccs1)C1(S(=O)(=O)c2ccccc2)CC=CC1	-3	i	2	2	i	i	i	1	-3	i	i
CCc1c(C)c(C#N)c2nc3ccccc3n2c1NC	1	i	-1	-7	i	i	i	-21	-2	i	i
CCC(C)N(C(=O)COC(=O)c1cn(CC)c2nc(C)ccc2c1=O)C1CCS(=O)(=O)C1 (configuration not stated)	-2	i	-8	-18	i	i	i	0	-4	i	i
CC(=O)N1CC(C)Oc2ccc(S(=O)(=O)NC(CC(=O)O)c3ccc(C)cc3C)cc21 (configuration not stated)	.	i	-2	-7	i	i	i	1	1	i	i
c1ccc(CN2CCC(Nc3nc(-c4cccnc4)nc4ccccc34)CC2)cc1	23	i	.	-10	i	i	i	-11	12	i	i
CCOC(=O)N1CCN(S(=O)(=O)c2ccc(OC)c(Cl)c2)CC1	-1	i	-7	-7	i	i	i	1	3	i	i

Complete entries as entered above.
CSc1nsc(/C=C/Nc2ccc(C(=O)O)cc2)c1C#N is listed as GSK3A inh = 3; RGS4 pot = i; Dyrk1A ADPGlo = 11; hERG protect = -6; KCNK9 block = i; KCNK3 inh = i; KCNQ1 inh = i; GSK3beta inhib = 1; HDAC3 inhib = 0; PolyA inhibitor = i; KCNQ1 act = i
CCc1c(C)c(C#N)c2nc3ccccc3n2c1NC is listed as GSK3A inh = 1; RGS4 pot = i; Dyrk1A ADPGlo = -1; hERG protect = -7; KCNK9 block = i; KCNK3 inh = i; KCNQ1 inh = i; GSK3beta inhib = -21; HDAC3 inhib = -2; PolyA inhibitor = i; KCNQ1 act = i

Next part:
SMILES	GSK3A inh	RGS4 pot	Dyrk1A ADPGlo	hERG protect	KCNK9 block	KCNK3 inh	KCNQ1 inh	GSK3beta inhib	HDAC3 inhib	PolyA inhibitor	KCNQ1 act
O=C(CSc1ccccn1)N/N=C/c1ccccc1[N+](=O)[O-]	-2	i	10	-14	i	i	i	1	2	i	i
C/C=C1\COC(C(=O)NCc2ccncc2)(C(F)(F)F)C=C1C=C1CCCCC1 (configuration not stated)	0	i	5	-18	i	i	i	1	7	i	i
O=C1CN(c2nc3ccccc3n3cnnc23)CC(=O)N1CCc1ccccc1	0	i	5	-10	i	i	i	-4	-2	i	i
Cc1ccc(C(=O)NCc2ccco2)cc1S(=O)(=O)Nc1cccc(Cl)c1	-2	i	-3	-23	i	i	i	-1	0	i	i
COc1ccc(NS(=O)(=O)c2ccc(Cl)c(N)c2)cc1Br	0	i	0	-16	i	i	i	2	5	i	i
CCOc1c(Cl)cc(/C=N/NC(N)=S)cc1OC	0	i	.	-9	i	i	i	-1	7	i	i
COc1cc(CNCc2ccccn2)ccc1OCc1cccc(Cl)c1	1	i	1	-9	i	i	i	1	0	i	i
COc1ccc(CN2CCOCC2)cc1OC	-2	i	-1	-10	i	i	i	-17	-4	i	i
Cc1cc(OCC(=O)NCCN2CCOCC2)cc(C)c1Br	-3	i	13	-4	i	i	i	5	5	i	i
Cn1c(=O)c2c(nc(NCc3ccc4c(c3)OCO4)n2Cc2ccccc2F)n(C)c1=O	-1	i	-2	-9	i	i	i	4	10	i	i
CC(=O)N1CCN(c2ccc(NC(=O)c3ccc(N4CCCC4)c([N+](=O)[O-])c3)cc2Cl)CC1	-4	i	-2	-8	i	i	i	-3	0	i	i
COc1cccc(NC(=O)c2ccc3c(c2)N(CC(=O)N2CCCCC2)C(=O)C(C)(C)O3)c1	0	i	5	-28	i	i	i	2	3	i	i
CCCCn1c(SCc2c(C)noc2C)nc2cc(S(N)(=O)=O)ccc21	-1	i	5	-12	i	i	i	4	-9	i	i
COc1ccc(-c2csc(NC(=O)Cc3ccccc3F)n2)cc1OC	-3	i	3	-9	i	i	i	0	-5	i	i
COc1ccc(NC(=O)CS(=O)(=O)c2cn(CC(=O)N3CCOCC3)c3ccccc23)cc1	-2	i	-2	-12	i	i	i	0	-4	i	i
C/C(=N/Nc1nc(-c2ccc(Cl)cc2)cs1)c1cccs1	3	i	13	-3	i	i	i	-1	-1	i	i
COCCNC(=O)Cn1nc(-c2ccc(Cl)cc2)c2ccccc2c1=O	-1	i	.	-7	i	i	i	-2	4	i	i
COc1ccccc1N(C(C)=O)C1SC(=O)N(c2ccccc2)C1=O (configuration not stated)	-1	i	-3	-12	i	i	i	2	0	i	i
COCC(C)NC(=O)CSc1nc2ccccc2c(=O)n1CCc1ccc(S(N)(=O)=O)cc1 (configuration not stated)	-1	i	-3	-20	i	i	i	-1	-1	i	i
Cc1ccc(-n2c(=O)c3c(C)c(C)sc3n(Cc3cc(=O)n4ccccc4n3)c2=O)cc1C	2	i	5	-10	i	i	i	1	-7	i	i
Cc1ccccc1CN1CCN(CC(=O)NCc2ccccc2)CC1	-3	i	.	-11	i	i	i	-5	0	.	i
COc1ccc(C(=O)NC2CC(C)(C)Cc3occc32)cc1 (configuration not stated)	-2	i	-3	-7	i	i	i	2	-4	i	i
CC(C)[C@H](NC(=O)NCCc1ccc(F)cc1)C(=O)O	0	i	12	-8	i	i	i	3	-1	i	i
CCCn1c(N)c(N(CCOC)C(=O)c2ccc(F)cc2)c(=O)[nH]c1=O	3	i	-1	-6	i	i	i	2	-7	i	i
COc1ccc(CN2CCNC(=O)C2CC(=O)N2CCCCO2)cc1OC (configuration not stated)	2	i	1	-7	i	i	i	1	2	i	i
Additional entries follow:
SMILES	GSK3A inh	RGS4 pot	Dyrk1A ADPGlo	hERG protect	KCNK9 block	KCNK3 inh	KCNQ1 inh	GSK3beta inhib	HDAC3 inhib	PolyA inhibitor	KCNQ1 act
N/C(=N\OC(=O)CC1CCCCC1)c1ccc([N+](=O)[O-])cc1	-2	i	-1	-5	i	i	i	2	2	i	i
CCOc1ccc(NC(=O)C2CC(=O)N(C(C)C)C2)cc1 (configuration not stated)	-2	i	-1	1	i	i	i	-4	1	i	i
C=CCOc1c(Br)cc(/C=C2/C(=O)ON=C2C)cc1OC	-4	i	3	-6	i	i	i	1	0	i	i
CCCOc1ccc(/C=C2/C(=O)ON=C2C)cc1OCC	-1	i	-5	-2	i	i	i	1	-2	i	i
CCC(=O)NCCc1nc2ccccc2n1CC(=O)c1ccccc1	-1	i	1	-10	i	i	i	1	.	i	i
Cc1ccc(NS(=O)(=O)c2ccc(C)c(NC(=O)COc3ccccc3)c2)c(C)c1	-1	i	-7	-9	i	i	i	1	1	i	i
COC(=O)c1ccc(Oc2c(C)oc3cc(OCc4cnn(-c5ccccc5)c4)ccc3c2=O)cc1	-2	i	-2	-7	i	i	i	3	1	i	i
CCOc1ccccc1C1CC(=O)NC(SCC)=C1C#N (configuration not stated)	0	i	-7	-5	i	i	i	-5	3	i	i
CCOC(=O)C1(Cc2cccc(Cl)c2)CCCN(C(=O)CCSC)C1 (configuration not stated)	10	i	-3	-3	i	i	i	2	-9	i	i
COc1cccc(N2CCN(S(=O)(=O)c3cc4c(cc3Cl)NC(=O)CO4)CC2)c1	2	i	1	-2	i	i	i	1	-1	i	i
CN(C)NC(=O)C(NC(=O)c1ccc(N)cc1)C12CC3CC(CC(C3)C1)C2 (configuration not stated)	.	i	-2	-5	i	i	i	-4	-3	i	i
Cc1ccc(NC(=O)/C(C#N)=N/Nc2ccc(C(=O)O)cc2)c(C)c1	1	i	-7	-12	i	i	i	0	5	i	i
COC(=O)c1ncn(C2OC(COC(C)=O)C(OC(C)=O)C2OC(C)=O)n1 (configuration not stated)	-1	i	-2	-7	i	i	i	2	2	i	i
Cc1cc(C(=O)NCCc2ccccc2)c2cc(F)ccc2n1	-1	i	-1	-3	i	i	i	0	3	i	i
CCN=C1SC(C(=O)Nc2cccc(C)c2)CC(=O)N1CC (configuration not stated)	-1	-7.4*	4	-24	i	i	i	1	2	i	i

The list is partial (hit frequency here may not be typical).
